From PubChem
HT1080-NT tox: qHTS for induction of synthetic lethality in tumor cells producing 2HG: qHTS for the HT-1080-NT fibrosarcoma cell line; HT-1080-NT fibrosarcoma viability, CellTiter-Glo ATP luminescence, 48 h; Potency, µM (highest dose often 46.1 µM), for inactives: at the top dose activity, negative = less viability, most hits filed as cytotoxic; 360,000 tested, 1.6% active; AID 686970, 2013;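 also: NT is the 2HG producing partner of a matched IDH1 knockdown line; potency is read from the fitted curve at half-maximal effect; 0% = DMSO-treated cells and -100% = media-only wells without cells; nearly all actives have a fitted effect of over 55% in size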
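HT-1080-NT fibrosarcoma cells (2HG-overproducing), 750 cells/well in RPMI with 5% FBS, dosed after 2 h and incubated 48 h at 37C. CellTiter-Glo luminescence normalized to DMSO and no-cell wells; concentration-response curves fitted and classed.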
IL-1B inflam inh: qHTS for Inhibitors of Inflammasome Signaling: IL-1-beta AlphaLISA Primary Screen; activity change, % at 57.5 µM; 360,000 tested, 4.7% active; THP-1 LPS/ATP IL-1B secretion, AlphaLISA, 16 h; stronger effect = lower value; in the data active = activity change below about -50%; inconclusive = mostly about -30% to -49%; also: % is scaled to controls: 0 for no effect and ±100 for the full control effect
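Secreted IL-1B measured by AlphaLISA bead assay after 16 h compound exposure of THP-1 cells; compounds (final up to 57.5 uM) added 1 h before LPS (250 ng/mL) and ATP (1.25 mM) stimulation; lower signal means less secretion.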
HT1080 IDH1KD tx: qHTS for induction of synthetic lethality in tumor cells producing 2HG: qHTS for the HT-1080-IDH1KD cell line. Potency, µM (titrated, usually from 46.1 µM), for inactives: at the highest dose activity, negative = toxicity, actives largely listed as cytotoxic. HT-1080 IDH1 knockdown viability, ATP luminescence, 48 h. AID 686971, 2013. 360,000 tested, 2% active;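 also: potency is read from the fitted curve at half-maximal effect; 0% = DMSO wells and -100% = cell-free medium wells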
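Knockdown cells (IDH1KD HT-1080) received compounds 2 h after plating at 750 cells/well and were kept 48 h at 37 °C in 5% FBS RPMI. A CellTiter-Glo luminescence read gave % activity for curve fitting.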
KB-3-1 cytotox: qHTS assay for MDR1-selective chemotherapeutics: Primary screen using the parental adenocarcinoma cell KB-3-1. 400,000 tested, 1.4% active. Potency, µM (doses to about 46.1 µM), for the others: at the top dose activity change, negative = cytotoxic, usual class: cytotoxic. AID 1347075, 2019. KB-3-1 viability, CellTiter-Glo ATP luminescence, 72 h; also: potency is read from the fitted curve at half-maximal effect; % is scaled to controls: 0 for no effect and ±100 for the full control effect; nearly all actives have a fitted effect of over 60% in size
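Here the drug-naive KB-3-1 line serves as comparator for MDR sub-line selectivity; cells received compound titrations, 72 h at 37 °C, then CellTiter-Glo readout.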
MCF10A rereplic: A quantitative high throughput screen for small molecules that induce DNA re-replication in MCF 10a normal breast cells; MCF 10A DNA re-replication, Hoechst nuclear intensity, 48 h; Potency, µM (top dose mostly 46.1 µM), for inactives: at the top dose activity, positive = re-replication, actives largely listed as activators; AID 624296, 2012; 350,000 tested, 2.9% active; also: potency is read from the fitted curve at half-maximal effect; % of control where 0% means no effect; nearly all actives have a fitted effect of over 50% in size
S2 tox: Viability Counterscreen for Primary qHTS for Inhibitors of ATXN expression. S2 cells (HEK-293 line with an ATXN2-luciferase reporter) viability, CellTiter-Fluor protease fluorescence, 24 h. Potency, µM (highest dose often 56.7 µM), usual class: cytotoxic. 400,000 tested, 0.49% active; also: potency is read from the fitted curve at half-maximal effect; nearly all actives have a fitted effect of over 40% in size
HepG2 tox: qHTS for Inhibitors of TGF-b: Cytotox Counterscreen | HepG2 CAGA-GFP viability, ATP luminescence, 18 h | Potency, µM (highest dose often 46.1 µM), for inactives: top-dose activity change, negative = cytotoxicity, most hits filed as cytotoxic | 410,000 tested, 0.76% active | AID 588856, 2011; also: potency is read from the fitted curve at half-maximal effect; some results filed as inactive show a strong effect at the top dose
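CellTiter-Glo luminescence gave cytotoxicity after 18 hours at 37 degrees C. The cells were HepG2 CAGA-GFP in 1% FBS DMEM, stimulated with 500 pg/mL TGF-beta after compound addition. %Activity was normalised to no-cell wells (complete cell-killing) and DMSO (no toxicity), and curves were fitted and classified.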
ATXN2 expr inh: Primary qHTS for Inhibitors of ATXN expression | AID 1745845, 2022 | HEK-293 ATXN2-luciferase reporter, luminescence, 24 h | 360,000 tested, 0.72% active | Potency, µM (top dose mostly 57 µM), for the others: at the highest dose activity change, negative = inhibition, hits mostly inhibitors; also: potency is read from the fitted curve at half-maximal effect; % is scaled to controls: 0 for no effect and ±100 for the full control effect; nearly all actives have a fitted effect of over 55% in size
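ATXN2-luciferase reporter cells (luciferase flanked by upstream and downstream ATXN2 gene portions) were treated 24 h at 37 °C with compounds at up to 57 uM. SteadyGlo luminescence gave expression; GF-AFC fluorescence gave viability.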
SW480 rerep: A quantitative high throughput screen for small molecules that induce DNA re-replication in SW480 colon adenocarcinoma cells | SW480 DNA re-replication, Hoechst DNA content imaging, 48 h | Potency, µM (top dose mostly 46.1 µM), for inactives: top-dose re-replication activation, usual class: activators | 340,000 tested, 1.8% active; also: potency is read from the fitted curve at half-maximal effect; % of control where 0% means no effect; nearly all actives have a fitted effect of over 55% in size
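Cells (250 per well) received 23 nL compound or DMSO by pin tool and were kept 48 hr at 37 C, 5% CO2. Nuclei were then stained with Hoechst for 40 min and scanned for DNA content.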
Starred values were filed as active, the others as inactive; i = inactive; ? = inconclusive; . = not tested or not shown; & = joins results of further samples; [ ] = another dose, or the depositor's remark. Unless noted, calls follow the shape of the dose curve; as a rule, active = well fitted curve in the direction sought with a large enough effect; inconclusive = small, poorly fitted or top-dose-only effect, or another doubt; inactive = no such curve, though single readings can be large; an effect the other way counts as inactive or inconclusive. Not a hit list (roughly 8.9% active in at least one column).

SMILES	HT1080-NT tox	IL-1B inflam inh	HT1080 IDH1KD tx	KB-3-1 cytotox	MCF10A rereplic	S2 tox	HepG2 tox	ATXN2 expr inh	SW480 rerep
CC(=O)Oc1ccc2nc(/C=C/c3ccccc3)oc(=O)c2c1	4%	2	8%	13%	-18%	i	5%	0%	3%
c1ccc(-c2cnc(-c3ccccc3)nc2)cc1	10%	3	10%	-2%	0%	i	1%	-6%	?
COc1cc(/C=C(\C#N)C(=O)N2CCc3ccccc32)ccc1O	2%	11	-3%	-1%	13%	i	0%	13%	-2%
CC(=O)Nc1nonc1-c1nc2ccccc2n1CCC(C)C	-16%	22	?	?	?	i	-6%	-6%	?
CCN(CC)C(CNC(=O)c1cc(=O)[nH]c2ccccc12)c1ccccc1Cl (stereo unspecified)	-1%	4	6%	11%	-8%	i	0%	-3%	-36%[inhibitor]
Cc1sc(NC(=O)c2cccnc2)nc1-c1ccccc1	-1%	-12	1%	-7%	-3%	i	10%	.	-1%
CCn1nnc(NC(=O)c2ccc(Br)o2)n1	11%	-7	4%	-1%	-9%	i	5%	10%	-6%
COc1cccc(OC)c1C(=O)NC(=S)Nc1ccc2c(c1)C(=O)N(C)C2=O	3%	2	-1%	0%	2%	i	-5%	-6%	.
COC(=O)c1ccc(C(=O)Nc2ccc3nc(-c4cccnc4)[nH]c3c2)cc1	20%	-16	20%	?	-12%	i	-3%	0%	2%
Clc1ccccc1CSc1ncccn1	11%	0	13%	3%	?	i	-8%	25%	?
CC(OC(=O)Cn1cnc2c1c(=O)n(C)c(=O)n2C)C(=O)NC1CCCCC1C (stereo unspecified)	5%	7	5%	-2%	-1%	i	2%	2%	-8%
c1ccc(Cn2c(CNc3nc4ccccc4n3CCN3CCOCC3)nc3ccccc32)cc1	?	-20	?	12%	27%	i	-28%	-5%	7%
Cc1ccc(NC(=O)c2ccc3c(c2)C(=O)N(c2cc(C)ccc2C)C3=O)nc1	17%	0	12%	-5%	-43%[inhibitor]	i	-2%	50%[activator]	-10%
Cc1cccc(Nc2nc(-c3ccc(O)c(O)c3)cs2)n1	?	-4	?	-23%	?	?	-33%	76%[activator]	?
CCN(CC)CCC(c1ccc2c(c1)OCO2)c1c(OC)cc(OC)c2c(-c3ccccc3)cc(=O)oc12 (stereo unspecified)	-21%	-6	-16%	-15%	-6%	?	-86%&-28%	32µM*	1%
C=CCn1c(SCC(=O)Nc2cc(OC)c(NC(=O)c3ccco3)cc2OC)nnc1-c1ccncc1	-1%	-8	0%	-3%	-3%	i	0%	4%	-1%
O=C(NC1CCCCC1)[C@H](CSCc1ccccc1)N1Cc2ccccc2C1=O	-12%	-5	-7%	19%	-11%	?	8%	-13%	7%
CCSc1nnc(NC(=O)CCn2c(=O)oc3ccccc32)s1	16%	19	6%	-9%	-1%	i	2%	2%	-9%
CCN1C(=O)N(C)[C@@H](c2ccccc2)C(C(C)=O)=C1C	13%	19	19%	21%	-1%	i	11%	1%	-3%
Cn1c(CSCc2ccc(Cl)cc2)nnc1SCC(=O)Nc1nccs1	-14%	-2	-10%	-7%	18%	i	6%	-19%	-7%
Cc1ccc(Cn2c(CCCO)nc3ccccc32)cc1	-18%	8	-19%	-6%	15%	?	-1%	13%	20%
COc1cc(NC(=O)Cn2ccsc2=N)c(C)cc1[N+](=O)[O-]	-1%	-29	?	0%	?	i	-48%	.	-2%
CCN(CC)CC(C)(C)COC(=O)c1oc2ccccc2c1C	1%	-18	-10%	15%	9%	i	3%	26%	4%
c1ccc(OCCN2CCN(C(c3ccccc3)c3ccccc3)CC2)cc1	-13%	-22	-14%	7%	?	i	-25%	-33%	0.65µM*
CC(=O)Nc1sc2c(c1C(N)=O)CCC2	10%	70	1%	0%	-1%	i	4%	3%	-2%
Next section.
SMILES	HT1080-NT tox	IL-1B inflam inh	HT1080 IDH1KD tx	KB-3-1 cytotox	MCF10A rereplic	S2 tox	HepG2 tox	ATXN2 expr inh	SW480 rerep
COc1ccc(CNC(=O)c2c(-c3cc(Cl)c(OC)c(Cl)c3)noc2C)cc1	-3%	-4	2%	-1%	?	i	-8%	-13%	-1%
CC(C)CCn1c(SCC(=O)c2ccccc2)nc2c1c(=O)[nH]c(=O)n2C	0%	21	-1%	15%	-1%	i	-6%	-5%	-3%
COc1cccc(-c2cc(CNC(=O)[C@H]3O[C@@H](n4ccc(=O)[nH]c4=O)[C@H](O)[C@@H]3O)no2)c1	25%	-10	1%	0%	.	i	-1%	-7%	.
Cc1cc(NC(=O)C2CC(c3ccc(F)cc3)=NO2)no1 (stereo unspecified)	1%	3	17%	1%	-5%	i	0%	5%	-10%
CC1CCCN(C(C(=O)Nc2ccc(C(C)C)cc2)c2ccc3c(c2)OCO3)C1 (stereo unspecified)	?	-4	-18%	?	?	i	9%	?	15%
CCCc1cc(=O)[nH]c(SCC(=O)Nc2ccc(N3CCCCC3)cc2)n1	-2%	32	-6%	-2%	-29%	i	-3%	1%	-10%
Cn1cc(-c2cc3n(n2)CCC(=O)N3CCCC(=O)NCc2ccccc2)c2ccccc21	.	.	.	2%	.	i	-15%	4%	.
O=C(CSC1=NCCS1)N1CCCC1	18%	3	15%	-1%	-3%	i	1%	12%	1%
Cc1cc2cc3c(cc2nc1SCC(=O)O)OCCO3	5%	-2	1%	-9%	-4%	i	-5%	3%	-2%
C=CCOC(=O)C1=C(C)NC(C)=C(C(=O)OCC=C)C1c1cccs1	-7%	?	-25%	?	10%	i	-38%	-4%	1%
Nc1nnc(COc2ccc(Br)cc2Br)s1	-9%	-5	0%[9.24 µM]	3%	-4%	i	-11%	24%	-2%
CCc1nc(N2CCN(C(=O)CCCl)CC2)c2c3c(sc2n1)CCCC3	-2%	-21	-12%	0%	.	i	-21%	.	.
COc1ccc(NC(=O)c2oc3ccccc3c2NC(=O)c2ccc(OC)c(OC)c2)c(OC)c1	4%	28	9%	8%	?	i	25%	-4%	?
Cc1ccc(C)c(NC(=S)NC2CC3CCC(C2)N3Cc2ccco2)c1 (stereo unspecified)	0%	-11	-30%	-2%	-10%	i	-16%	3%	4%
O=C(O)CCc1ccc(-c2ccccc2)n1NC(=O)c1sc2ccccc2c1Cl	-6%	6	-10%	-2%	5%	i	-16%	-1%	1%
CN1CCN(c2nc3c(c(=O)[nH]c(=O)n3C)n2CCOc2ccccc2)CC1	1%	-8	10%	-9%	6%	i	-64%	-13%	-56%[inhibitor]
CCCCCCC[C@@H](C/C=C/CCC(=O)O)OC	1%	45	-3%	0%	12%	?	-27%	-10%	5%
O=C(NCCc1ccc2c(c1)OCCO2)c1cc2ccccc2o1	1%	-6	1%	-27%	15%	i	-6%	29%	-6%
COc1ccc(NC(=O)CSCC(=O)N(C)Cc2c(F)cccc2Cl)cc1	-1%	7	0%	1%	6%	i	-17%	3%	-1%
COCCn1c(=O)[nH]c2cc(C(=O)Nc3ccc(OC)c(Cl)c3)ccc2c1=O	-3%	6	1%	-1%	0%	i	-30%	-5%	-7%
O=[N+]([O-])c1ccc(C[n+]2ccccc2)cc1	2%	14	9%	2%	-1%	i	1%	2%	0%
Cc1cccc(OCC(=O)Nc2cc(C)c(C)cc2O)c1	0%	15	9%	3%	-1%	i	-17%	38%[activator]	1%
CCOc1ccc(C(=O)c2cn(Cc3ccccc3OC)c3cc4c(cc3c2=O)OCCO4)cc1	.	.	.	-3%	.	?	-25%	-26%	.
Cc1ccccc1-n1nc(C)c2cc(C(=O)NC3CC3)sc21	-16%	-24	-12%	-6%	?	i	4%	10%	-5%
CC1=C(C(=O)OC2CCCC2)C(c2ccc(Cl)cc2)CC(=O)N1 (stereo unspecified)	.	.	.	-24%	.	i	-7%	-17%	.
(list continues)
SMILES	HT1080-NT tox	IL-1B inflam inh	HT1080 IDH1KD tx	KB-3-1 cytotox	MCF10A rereplic	S2 tox	HepG2 tox	ATXN2 expr inh	SW480 rerep
O=C(NCC1COc2ccccc2O1)c1cccc(S(=O)(=O)N2CCCCC2)c1 (stereo unspecified)	-9%	12	0%	?	3%	i	-22%	-17%	3%
O=C(NCCS(=O)(=O)N1CCN(c2ccccc2)CC1)C1CCCCC1	-4%	-10	7%	-16%	.	.	-13%	.	.
C=CCOC(=O)CN1C(=O)c2ccccc2C1=O	10%	-9	9%	?	15%	?	-2%	-9%	-5%
CCOc1ccccc1OCCN1CCC(Cc2ccccc2)CC1	-3%	-4	-17%	-5%	18%	i	-19%	-30%	16%
Cc1ccc(-c2cc(C(=O)NCC3(N(C)C)CCCCC3)c3ccccc3n2)o1	-5%	-12	-17%	-9%	.	.	-2%	.	.
CC(C)CC(=O)NC(=S)Nc1ccc(NC(=O)c2ccco2)cc1	4%	9	1%	?	9%	i	20%	1%	?
Cc1cc(C)n(CCc2nc3c4ccccc4nc(N4CCN(c5ccccc5F)CC4)n3n2)n1	.	.	.	14%	.	i	1%	4%	.
CCOC(=O)CSc1nc2cc(OCC)ccc2cc1C#N	-2%	12	3%	-6%	10%	.	-22%	.	-7%
CCOC(=O)CCCCC(=O)c1[nH]c(=O)[nH]c1C[n+]1ccc(C)cc1	13%	?	12%	2%	3%	i	-5%	.	-5%
Cc1ccc(NS(=O)(=O)c2cc(NC(=O)c3cc4c(s3)CCCC4)ccc2C)c(C)c1	-1%	-14	-5%	-18%	11%	?	5%	-7%	-5%
O=c1[nH]n(CCO)c(=O)c2cccnc12	23%	-2	6%	2%	-4%	i	12%	5%	-12%
